CXXC DNA block = blocks binding of human MLL CXXC domain to DNA; Q03164; MLL-CXXC / FITC-HOXA9 DNA fluorescence polarization; 290,000 compounds, 0.037% hits; AID 2662; Potency, µM (series often up to 115 µM), without a hit: top-dose activity change, negative = inhibition, usual class: inhibitors; active = well fitted inhibition curve with a large enough effect in the polarisation, with a control signal flat, not every such curve was filed as active; inconclusive = small, poorly fitted or top-dose-only effect, or effect the other way, or a change in a side signal; inactive = no such curve, though single readings can be large or run the other way; the % refers to the polarisation
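Purified MLL-CXXC (added from a 7 uM solution) was preincubated 5 min at ambient with pinned compounds in 50 mM Tris-HCl pH 7.5, 50 mM NaCl, 1 mM DTT, 0.05% BSA. Fluorescein-labeled HOX-A9 DNA (50 nM solution) followed, 30 min, then polarization read.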
NPC1 prom act = NPC1 promoter activation; Potency, µM (series often up to 9.22 µM), inactives show top-dose activation, hits mostly activators; 320,000 compounds, 2.4% hits; Huh7 NPC1 promoter luciferase reporter, 24 h;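 note: % of control where 0% means no effect; nearly all actives have a fitted effect of over 60% in size; reporter is driven by a mutant NPC1 promoter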
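Stably transfected Huh7 (NPC1 promoter→luciferase), 1500 cells/well in Opti-MEM + 10% FBS, 2 h settle, then compound 24 h at 37 °C. Luminescence after 10 min with Amplite reagent.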
uPA generation = cell surface uPA generation inhibition. cell surface uPA generation assay, qHTS. Potency, µM (titrated, usually from 38.3 µM), inactives show top-dose activity change, negative = inhibition, most hits filed as inhibitors. 330,000 compounds, 0.31% hits. AID 540303; active = well fitted inhibition curve with a large enough effect; inconclusive = small, poorly fitted or top-dose-only effect; inactive = no such curve, though single readings can be large or run the other way; tested in mouse RAW 264.7 cells; note: % is set by controls: 0 for no effect and ±100 for the full control effect; nearly all actives have a fitted effect of over 55% in size
VP16 counter = counter-screen for ROR gamma inhibitors: Gal4-VP16 reporter; 310,000 compounds, 3.5% hits; Potency, µM (series often up to 53.6 µM), without a hit: at the highest dose activity, negative = inhibition, usual class: inhibitors; Drosophila S2 Gal4-VP16 UAS-luciferase, luminescence, 20 h;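 note: Gal4-VP16 expression switched on by copper sulfate through the metallothionein promoter; % is set by controls: 0 for no effect and ±100 for the full control effect; nearly all actives have a fitted effect of over 50% in size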
MBNL1-CUG inh = inhibitors of human MBNL1 binding to CUG repeat RNA. TR-FRET MBNL1-His/biotin-(CUG)12 binding, 665/545 ratio. 280,000 compounds, 0.036% hits. Q9NR56. Potency, µM (series often up to 57.5 µM), for inactives: top-dose activity change, negative = inhibition, hits mostly inhibitors. AID 2675; active = well fitted inhibition curve with a large enough effect in the signal ratio, with a control signal flat, not every such curve was filed as active; inconclusive = small, poorly fitted or top-dose-only effect, or effect the other way, or a change in a side signal; inactive = no such curve, though single readings can be large or run the other way; the % refers to the signal ratio; note: % is set by controls: 0 for no effect and ±100 for the full control effect
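TR-FRET between His-tagged MBNL1 and biotin-(CUG)12 RNA, detected with Tb anti-His antibody (0.055 ng/ul) and streptavidin-XL665 (5 nM), 60 min at room temperature. Compounds titrated 92 nM to 58 uM; 665/545 nm ratio normalized to buffer and complex controls.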
ELG1 genotox = inducers of genotoxicity in HEK293T ELG1-luciferase cells. HEK293T ELG1-luciferase reporter, luminescence, 16 h. Potency, µM (highest dose often 46 µM), without a hit: at the top dose activity change, positive = activation, most hits filed as activators. 330,000 compounds, 1.3% hits; note: % of control where 0% means no effect; nearly all actives have a fitted effect of over 60% in size
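Luminescence read-out: rising ELG1-luciferase signal, reflecting elevated ELG1 protein under genetic stress, flags genotoxic compounds. Cells were treated for 16 hr at 37 °C before ONE-Glo detection.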
RORg inh = ROR gamma (mouse) transcription inhibition | Drosophila S2 Gal4-RORgamma UAS-luciferase reporter, 20 h | 310,000 compounds, 5.4% hits | Potency, µM (series often up to 53.6 µM), without a hit: at the top dose activity change, negative = inhibition, most hits filed as inhibitors | AID 2551 | P51450; note: % is set by controls: 0 for no effect and ±100 for the full control effect; nearly all actives have a fitted effect of over 60% in size
Target sequence (P51450 whole entry, looked up, the tested form may be a part): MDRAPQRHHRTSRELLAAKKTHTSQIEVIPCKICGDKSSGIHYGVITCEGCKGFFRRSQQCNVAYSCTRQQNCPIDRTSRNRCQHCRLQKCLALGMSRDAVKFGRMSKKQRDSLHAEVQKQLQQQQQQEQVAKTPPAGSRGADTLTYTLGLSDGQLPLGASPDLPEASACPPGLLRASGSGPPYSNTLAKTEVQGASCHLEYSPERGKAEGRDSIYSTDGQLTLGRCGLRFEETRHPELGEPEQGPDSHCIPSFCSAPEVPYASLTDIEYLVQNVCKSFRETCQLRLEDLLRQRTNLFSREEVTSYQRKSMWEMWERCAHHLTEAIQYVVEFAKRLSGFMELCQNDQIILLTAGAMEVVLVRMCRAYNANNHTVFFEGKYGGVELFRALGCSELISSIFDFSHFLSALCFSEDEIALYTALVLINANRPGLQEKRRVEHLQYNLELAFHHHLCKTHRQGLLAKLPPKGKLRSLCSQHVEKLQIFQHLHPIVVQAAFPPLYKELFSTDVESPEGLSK
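Compounds are pin-transferred onto Drosophila Schneider cells expressing a copper-inducible Gal4–ROR gamma transactivation domain fusion. After 1 hr, copper sulfate is added to 700 uM final; luciferase is read 20 hr later.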
p53 reactivation = re-activators of mutant p53; Potency, µM (titrated, usually from 92.2 µM), inactives show at the top dose activity change, positive = activation, usual class: activators; 320,000 compounds, 0.063% hits; H1299 p53-A138V BP100-luciferase reporter, luminescence, 24 h; note: % of control where 0% means no effect; nearly all actives have a fitted effect of over 45% in size
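H1299 (p53-null), stable ts p53-A138V + BP100-Luc; 1000 cells/well, Opti-MEM/10% FBS; cpd 4 pt, 1:5; 24 h, 37 deg C, 5% CO2; detection reagent 10 min RT; luminescence.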
BRCA1 expr up = increases BRCA1 expression; Potency, µM (titrated, usually from 46.1 µM), for inactives: at the top dose activation, actives largely listed as activators; AID 624202; MCF7-BRCA1-FFLuc reporter, luminescence, 48 h; response scale: scaled: vehicle 0%, 10 µM genistein 100%; 380,000 compounds, 1.1% hits; note: nearly all actives have a fitted effect of over 80% in size; some results filed as inactive show a strong effect at the top dose
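Activators of BRCA1 expression were detected as increased firefly luciferase luminescence in engineered MCF7 cells after 48 h compound incubation. Signals were scaled to genistein 10 microM as full activation.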
Rab9 promoter act = Rab9 promoter activation | 320,000 compounds, 2.8% hits | Potency, µM (top dose mostly 9.22 µM), without a hit: at the highest dose activation, negative = inhibition, most hits filed as activators | Huh7 Rab9 promoter-luciferase reporter, luminescence, 24 h; note: % of control where 0% means no effect; nearly all actives have a fitted effect of over 60% in size
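Stable Rab9-luc Huh7, 1500 cells/well, 2 h settle; cmpd in DMSO, 24 h, 37 °C/5% CO2; luciferase reagent 10 min RT; luminescence.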
FLuc counter = inhibits or activates purified firefly luciferase, miR-21 counter-screen. AID 588342. P08659. 360,000 compounds, 6.9% hits. purified FLuc, Km substrates, luminescence inhibition. Potency, µM (top dose mostly 57.5 µM), for the others: at the highest dose activity change, negative = inhibition, usual class: inhibitors;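 note: plate controls were vehicle for no effect and reference inhibitor for full effect; nearly all actives have a fitted effect of over 55% in size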
Target sequence (P08659 whole entry, looked up): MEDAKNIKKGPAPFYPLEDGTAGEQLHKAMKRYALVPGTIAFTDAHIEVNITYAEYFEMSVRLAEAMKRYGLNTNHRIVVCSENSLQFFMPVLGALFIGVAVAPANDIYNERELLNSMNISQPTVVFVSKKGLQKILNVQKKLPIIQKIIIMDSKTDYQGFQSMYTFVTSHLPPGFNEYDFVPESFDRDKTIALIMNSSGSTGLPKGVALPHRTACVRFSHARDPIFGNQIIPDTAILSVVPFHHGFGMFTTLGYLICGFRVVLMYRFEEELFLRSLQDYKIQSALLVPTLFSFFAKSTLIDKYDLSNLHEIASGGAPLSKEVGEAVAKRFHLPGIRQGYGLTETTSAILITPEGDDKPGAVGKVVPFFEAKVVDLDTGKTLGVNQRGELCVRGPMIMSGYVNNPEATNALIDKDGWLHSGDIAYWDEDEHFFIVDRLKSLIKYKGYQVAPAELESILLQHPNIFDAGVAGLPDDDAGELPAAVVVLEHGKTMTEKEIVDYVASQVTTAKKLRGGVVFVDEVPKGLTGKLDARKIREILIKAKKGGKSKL
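Biochemical qHTS of compounds, final roughly 60 µM downward over six points, against 10 nM purified firefly luciferase using Km concentrations of substrates (10 uM D-luciferin, 10 uM ATP) in Tris acetate pH 7.5 buffer; luminescence output.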
An asterisk follows results filed as active; ? = inconclusive; nt = not tested or not shown; [ ] = remark or other dose. Unless noted, calls come from the whole dose curve; as a rule, active = well fitted curve in the direction sought with a large enough effect; inconclusive = small, poorly fitted or top-dose-only effect, or another doubt; inactive = no such curve, though single readings can be large; an effect the other way counts as inactive or inconclusive. Potency is the fitted concentration of half-maximal effect. An excerpt (hit frequency here may not be typical).

compound	MBNL1-CUG inh	RORg inh	FLuc counter	VP16 counter	CXXC DNA block	Rab9 promoter act	ELG1 genotox	NPC1 prom act	p53 reactivation	BRCA1 expr up	uPA generation
Cc1ccc(CNC(=O)CSc2nc3ccccc3c(=O)n2CCCO)cc1	-4%	24%	-3%	-3%[0.365 µM]	0%	-2%	-8%	0%	-1%	3%	2%
C#CCn1c(=NC(=O)c2ccccc2[N+](=O)[O-])sc2cc(S(C)(=O)=O)ccc21	nt	-15%	0%	?	10%	-2%	1%	5%	-4%	-15%	-4%
CSc1cccc(NC(=S)NC(=O)c2cccnc2)c1	2%	10µM*	-11%	11µM*	24%	1%	2%	2%	nt	-18%	?
CCOCCn1c(=O)c2c(nc3n2CC(C)CN3CCc2ccccc2)n(C)c1=O (stereo not given)	-3%	-9%	4%	-15%	-15%	-5%	-5%	-2%	-20%	-3%	-1%
Nc1nonc1-n1nnc(C(=O)N/N=C/c2ccccc2F)c1-c1cccs1	14%	3%	?	-11%	16%	0%	-2%	2%	-12%	-14%	19%
COc1cccc(-c2c(C#N)c(N)nc3c2c(=O)nc2sccn23)c1	nt	37%	-1%	5%	-5%	2%	8%	-5%	1%	nt	nt
Cc1cc(NC(=O)CSCC(=O)Nc2ccccc2Oc2ccccc2)no1	nt	nt	3%	nt	nt	-4%	?	-1%	-3%	-23%	-9%
Cn1c(=O)[nH]c(=O)c2c1nc(NC1CCCCC1)n2Cc1ccccc1	1%	-4%	-2%	-4%	2%	-35%[inhibitor]	0%	1%	16%	-19%	-8%
COCCNC(=O)Cn1cnc([N+](=O)[O-])n1	?	?	0%	-3%[10 µM]	3%	1%	-3%	1%	2%	0%	-2%
COc1ccccc1CNC(=S)NCCc1ccccc1	-7%	2.5µM*	?	?	14%	0%	5%	10%	25%	57%	-1%
Cc1[nH]n2cnnc2c(=O)c1Br	-9%	23%	-5%	-9%	-3%	0%	3%	-6%	-1%	-1%	13%
CCOc1ccc(/C=C2\CCC(C3CCCC3)C2=O)cc1 (stereo not given)	0%	?	0.54µM*	0%	9%	4µM*	?	3.5µM*	13%	4µM*	-2%
CCOc1ccc(S(=O)(=O)Nc2cccc(OC)c2)cc1	-19%	-31%	-1%	18µM*	4%	2%	-2%	2%	-1%	-72%	nt
NC(=O)CC1C(=O)N(c2ccccc2)C(=S)N1NC(=O)c1ccccc1 (stereo not given)	-2%	?	-3%	-7%	-5%	0%	6%	-3%	?	2%	-1%
CN(C)S(=O)(=O)N1CCN(Cc2ccccc2)CC1	?	21%	8%	2%	-10%	2%	1%	0%	-3%	1%	nt
Cc1ccc(C(=O)NC(=S)NCc2ccccc2)cc1	3%	10µM*	?	13µM*	-3%	19%	6%	16%	nt	53%	-6%
CCCc1cc(=O)[nH]c(SCC(=O)c2cc(C)n(-c3c(C)n(C)n(-c4ccccc4)c3=O)c2C)n1	-3%	-3%	?	9%	2%	5%	3%	-6%	-3%	-9%	-1%
CC(=O)OCCNc1cc(Sc2nc3ccccc3[nH]2)c2nonc2c1[N+](=O)[O-]	?	9%	-12%	-3%	1%	-26%	-11%	-26%	-20%	-102%	0%
CC(C)OC(=O)c1ccc(OC(=O)c2cccnc2)cc1	-9%	0%[0.365 µM]	-18%	nt	12%	1%	-1%	8%	?	41%	-1%
C=C(C)CNC(=O)c1ccc2nc(Cc3ccc(OC)cc3)oc2c1	-7%	?	11µM*	2%	-9%	2.8µM*	?	2.2µM*	1%	10µM*	3%
C/C=C1\C(OC2OC(CO)C(O)C(O)C2O)OC=C(C(=O)OC)C1CC(=O)OCC1C(C)C(OC(=O)CC2C(C(=O)OC)=COC(OC3OC(CO)C(O)C(O)C3O)/C2=C\C)CC1C(CO)CO (stereo not given)	-4%	8%	0%	-11%	-26%	1%	1%	0%	-3%	-13%	6%
CCOC(=O)c1c(C)c(-c2ccccc2)n(CC(=O)N2CCN(C)CC2)c1C	3%	-17%	1%	-3%	-2%	1%	2%	-2%	-5%	-3%	5%
CC(=O)Nc1ccccc1NS(=O)(=O)c1ccc(Cl)cc1	8%	7%	1%	-19%	1%	1%	-4%	-3%	-1%	-25%	nt
c1ccc(OCCSc2nc3ccccc3o2)cc1	-6%	?	21µM*	4%	-4%	21%	14%	19%	15%	66%	9%
Nc1nnc(Cc2ccccc2F)s1	20%	0%	3%	2%	-5%	-18%	1%	1%	-2%	-3%	5%
O=C(N/N=C1/CCSC1)c1cc(Br)ccc1O	-9%	7.9µM*	?	-11%[10 µM]	-15%	-4%	-2%	-4%	2%	-3%	5%
Cc1cccc(-c2noc(CN(C)S(=O)(=O)c3cc(Cl)ccc3Cl)n2)c1	3%	2%	-1%	11%	3%	-4%	12%	-1%	0%	-11%	nt
c1ccc(Cn2c(Nn3cnnc3)nc3ccccc32)cc1	-6%	-28%	5%	19%	-1%	-4%	-9%	-2%	6%	-9%	1%
NCCCCCc1cn([C@@H](CO)C(=O)NCCCCCCCCCCC(=O)N2CCNCC2)nn1	nt	nt	1%	nt	nt	1%	-5%	-1%	5%	1%	3%
O=c1cc(C(F)F)oc2c1ccc1ccccc12	-1%	2%	-17%	-11%	11%	4%	-2%	3%	-2%	37%	2%
Cc1nn(C)cc1C(C)Nc1nc2nonc2nc1N1CCCCC1 (stereo not given)	?	-39%	-2%	9%	2%	-7%	3%	-3%	-3%	9%	-4%
COc1ccc(-c2cc(C)no2)cc1S(=O)(=O)Nc1cccc(C)c1	-7%	-13%	1%	3%	-2%	-6%	1%[9.26 µM]	0%	2%	-8%	?
CC(=O)N1CCc2c(sc3c2c(=O)n(-c2ccccc2)c(=O)n3CC(=O)NCC2CCCO2)C1 (stereo not given)	-2%	-32%	0%	1%	nt	1%	7%	0%	nt	21%	12%
CCn1c(C)nc2cc(C(=O)NNC(=O)CCC3CCCCC3)ccc21	-17%	5%	-12%	-1%	-11%	6%	-4%	-1%	7%	-12%	-10%
O=S(=O)(c1ccc(Cl)cc1)c1cnc(-c2cccnc2)nc1-c1ccccc1	2%	-15%	0%	-6%	7%	-3%	0%	2%	-1%	-18%	1%
O=C1NCCN1CCN1C(=O)c2ccccc2NC1c1ccccc1 (stereo not given)	15%	1%	0%	5%	-1%	-1%	-6%	0%	0%	0%	3%
CC(=O)N1CC2(CC(=O)OC(C)C)CN(C(C)=O)CC(CC(=O)OC(C)C)(C1)C2=O	1%	-8%	11%[2.3 µM]	1%	7%	4%	1%	-3%	6%	-1%	-2%
CN1C(=O)C(CC(=O)N2CCN(C(c3ccccc3)c3ccccc3)CC2)N(C)C1=O (stereo not given)	?	19%	1%	-2%	1%	-7%	-4%	-3%	-12%	-7%	-5%
Cc1ccc(Cn2nnc3c(=O)[nH]c(C4CCN(S(=O)(=O)Cc5ccccc5)CC4)nc32)cc1	-4%	?	?	?	8%	3%	-5%	-5%	?	-52%	-2%
COc1ccccc1C(=O)Nc1nnc(SCC(=O)NC2CCCC2)s1	-8%	-34%	4.8µM*	?	2%	nt	2.3µM*	0.63µM*	25%	38%	-10%
c1ccc(-c2nnc(-c3ccccn3)c(-c3ccccn3)n2)nc1	?	-3%	2%	7%	2%	1%	-6%	-1%	9%	-25%	-1%
Cc1ccccc1/C=C1\C(=O)Nc2ccc(F)cc21	8%	35%	-1%	-8%	-25%	-6%	1%	-1%	1%	-35%	-3%
O=C(/C=C/c1ccco1)Nc1ccccn1	14%	-45%	6.7µM*	-28%	?	?	8.2µM*	?	?	-25%	-9%
COc1ccc(OC)c(-c2csc(NC(=O)CSCC(=O)Nc3cc(C)on3)n2)c1	nt	nt	0%	nt	nt	-5%	2%	-1%	-2%	1%	2%
O=C(CC1CCCC1)OCn1nnc2ccccc2c1=O	6%	-28%	2%	0%	-3%	-2%	1%	-4%	-8%	2%	2%
Cc1ccc2nc(NC(=S)NC(=O)c3ccco3)sc2c1	29%	0.28µM*	0.48µM*	3.5µM*	4%	3.5µM*	?	1.4µM*	?	18%	-4%
Cc1cccc(OCCOC(=O)CN2C(=O)NC3(CCCC3)C2=O)c1	nt	nt	-1%	nt	nt	6%	0%	-9%	-8%	-1%	0%
CC(C)(C)C(=O)NCCn1ccc2ccccc21	-7%	7%	-2%	-6%	-2%	1%	1%	7%	4%	0%	10%
Cc1occc1C(=O)NCc1ccccn1	-4%	-1%	0%	14%	0%	-3%	0%	1%	6%	7%	1%
